Cl transport mod – modulators of human KCC2 chloride dependent transport; Q9H2X9; KCC2 cells, thallium flux FluoZin-2 fluorescence; B-score of Tl+ flux slope (higher = more flux/activation; lower = inhibition) at 10 µM; hit rate 2.2% among 190,000;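 active means thallium flux slope and its plate-corrected score both differing from the plate sample mean at a set confidence after two filtering rounds, in either direction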;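 further: slope of fluorescence scaled to starting intensity during 10 to 20 s after thallium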
KLK5 inh – kallikrein 5 (human) inhibition; inhibition, % at 5 µM; recombinant hK5, fluorogenic AMC substrate cleavage; Q9Y337; hit rate 0.59% among 210,000;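 active means inhibition of 40% or more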;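 further: 0% = enzyme controls without compound and 100% = no-enzyme blanks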
Target sequence (Q9Y337 67-293 limits assumed): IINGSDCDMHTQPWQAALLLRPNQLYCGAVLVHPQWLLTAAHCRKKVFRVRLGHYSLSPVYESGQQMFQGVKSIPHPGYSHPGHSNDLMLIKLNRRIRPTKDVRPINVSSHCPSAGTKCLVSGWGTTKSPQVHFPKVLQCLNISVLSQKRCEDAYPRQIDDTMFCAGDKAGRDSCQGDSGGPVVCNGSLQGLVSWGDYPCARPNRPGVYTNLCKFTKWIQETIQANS
Thrombin inh – inhibitors of human thrombin. inhibition, % at 5 µM. alpha-thrombin, Boc-VPR-AMC fluorogenic substrate cleavage. P00734. AID 1046. hit rate 0.26% among 220,000;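 active means inhibition at or above 40%; inactive means inhibition below 40%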;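 further: 0% = enzyme with no compound and 100% = wells without enzyme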
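Assay system: human alpha-thrombin enzyme. Reagent: Boc-VPR-AMC substrate, 15 µM final. Compound dosing: one concentration per compound, 5 µM, with 0.2% DMSO. Incubation: room-temperature reaction. Technique: AMC fluorescence, 355/460 nm. Measure: % inhibition relative to enzyme controls and enzyme-free blanks.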
Rad51 HR inh – blocks human Rad51 in homologous recombination. Q06609. hRad51 DNA strand exchange, fluorescence dequenching. inhibition, % at 10 µM. hit rate 0.085% among 200,000;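 active means inhibition above 40% at the single screening dose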;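 further: 0% = DMSO control wells and 100% = blanks with heterologous ssDNA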
Target sequence (Q06609 whole entry, looked up): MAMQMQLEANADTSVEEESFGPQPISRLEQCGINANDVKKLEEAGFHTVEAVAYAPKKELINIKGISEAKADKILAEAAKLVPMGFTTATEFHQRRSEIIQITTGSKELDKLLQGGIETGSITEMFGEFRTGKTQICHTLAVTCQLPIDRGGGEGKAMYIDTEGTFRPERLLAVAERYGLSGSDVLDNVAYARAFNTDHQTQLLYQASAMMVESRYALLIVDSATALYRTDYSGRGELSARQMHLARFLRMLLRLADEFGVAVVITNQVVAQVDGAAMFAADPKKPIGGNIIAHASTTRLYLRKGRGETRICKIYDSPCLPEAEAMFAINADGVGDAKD
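Test system: preformed human Rad51 ssDNA filaments; also added: Donor/quencher-labelled 47-bp dsDNA substrate; doses: 10 µM final, single point; times: 37 °C 15-min filament assembly, 30-min compound preincubation, 15-min exchange; detection: FRET fluorescence dequenching, excitation 485 nm, emission 520 nm; read-out basis: Fluorescence-based percent inhibition, control- and blank-normalised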
FXIa inh 1536 – inhibitors of human coagulation factor XIa; P03951; purified FXIa, Boc-Glu-Ala-Arg-AMC fluorogenic substrate; inhibition, % at 5 µM; hit rate 0.14% among 220,000; AID 798;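 active means inhibition of at least 40%; inactive means inhibition below 40%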;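 further: fluorescence of freed AMC excited at 355 nm; 0% = enzyme without compound and 100% = no enzyme blank; many of its hits are not listed in these tables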
TNF death inh – blocks TNF-alpha induced death of Jurkat FADD-/- cells | Jurkat FADD-/- TNF necroptosis rescue, ATP luminescence, 24 h; 0 = TNF only, 100 = no-TNF cells | activation (protection from cell death), % at 10 µM | hit rate 0.068% among 220,000 | AID 463075;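 active means activation, meaning protection from cell death, of at least 50% relative to plate controls; inactive means activation below 50%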;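 further: necroptosis triggered by 40 ng/mL TNF-alpha added together with compound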
FXIIa inh – inhibitors of human coagulation factor XIIa | P00748 | purified FXIIa, Boc-QGR-AMC fluorogenic substrate, 2 h | inhibition, % at 5 µM | hit rate 0.3% among 220,000 | AID 800; in the data active means inhibition above about 40%;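 further: 0% = enzyme with no compound and 100% = blank without enzyme; many of its hits are not listed in these tables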
Hck-Nef inh – blocks Nef-activated human Hck kinase. Recombinant Hck-YEEI plus Nef, Z-Lyte FRET kinase assay. hit rate 0.68% among 220,000. inhibition, % at 20 µM;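 active means Hck-Nef kinase inhibition above about 50%, limit read from the data; inactive means inhibition below that limit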;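 further: 0% = DMSO with Hck plus Nef and 100% = Hck alone without Nef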
Target sequence (P08631 whole entry, looked up): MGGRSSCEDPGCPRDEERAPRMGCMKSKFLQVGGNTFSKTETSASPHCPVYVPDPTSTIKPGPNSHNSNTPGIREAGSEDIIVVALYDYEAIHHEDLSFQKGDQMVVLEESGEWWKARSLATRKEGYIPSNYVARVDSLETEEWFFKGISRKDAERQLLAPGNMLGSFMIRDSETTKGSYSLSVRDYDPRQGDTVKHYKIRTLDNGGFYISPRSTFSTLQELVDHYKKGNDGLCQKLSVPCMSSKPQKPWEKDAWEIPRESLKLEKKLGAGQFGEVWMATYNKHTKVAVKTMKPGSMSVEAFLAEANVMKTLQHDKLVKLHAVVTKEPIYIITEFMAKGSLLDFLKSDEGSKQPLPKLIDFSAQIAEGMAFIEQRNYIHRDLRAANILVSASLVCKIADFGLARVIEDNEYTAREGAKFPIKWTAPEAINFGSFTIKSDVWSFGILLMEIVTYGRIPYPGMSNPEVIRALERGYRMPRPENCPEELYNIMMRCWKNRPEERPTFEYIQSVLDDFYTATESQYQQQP
L929 necroptosis – blocks zVAD induced death of L929 cells; AID 1377; hit rate 0.38% among 220,000; viability rescue, % at 10 µM; L929 zVAD necroptosis rescue, ATP luminescence, 24 h; with zVAD 60 µM;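 active means activation, scaled between plate controls, above about 75%, limit read from the data; inactive means activation under that limit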;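 further: 0% = zVAD with DMSO and 100% = DMSO alone without zVAD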
* = called active by the depositor; · = no result given. An excerpt, so the mix of outcomes need not match the whole.

SMILES | Cl transport mod | KLK5 inh | Thrombin inh | Rad51 HR inh | FXIa inh 1536 | TNF death inh | FXIIa inh | Hck-Nef inh | L929 necroptosis
O=C(NNC1CC(=O)N(c2ccccc2)C1=O)c1ccco1 (stereo not drawn) | 1.17 | · | -3.6 | · | -2.3 | 0.3 | 1.7 | 3.8 | -0.5
Cc1ccc(N(C(=O)Cc2cccs2)C(C(=O)NCC2CCCO2)c2ccncc2)cc1 (stereo not drawn) | 1.3 | -6.9 | 0.6 | -8.1 | -5.8 | 0.7 | 4.3 | 19.2 | -0.2
O=C(COC(=O)/C=C/c1ccccc1[N+](=O)[O-])NCC1CCCO1 (stereo not drawn) | 1.02 | -2.5 | -0.8 | 0.4 | 2.4 | -1.2 | 10.3 | 18.1 | 9.2
COc1cc(C2c3c(oc4ccccc4c3=O)C(=O)N2c2nccs2)ccc1O (stereo not drawn) | 0.429 | 0.7 | -2.2 | 1.8 | 1.9 | -2.6 | 10.2 | 16.1 | -0.3
CCCCn1c(Nc2ccccc2)nc2ccccc21 | 0.312 | -22.7 | -7.4 | 6.0 | 1.4 | -0.8 | -1.5 | 3.9 | -1.2
NC(=O)c1cccc(S(=O)(=O)N2CC(c3ccccc3)CC2=O)c1 (stereo not drawn) | · | -23.5 | -5.5 | 3.2 | 2.3 | 0.0 | 9.4 | 1.3 | 1.5
COc1ccc(-c2nnc(SCC#N)o2)cc1 | 0.503 | 2.6 | 2.1 | -5.2 | 2.2 | -0.1 | 1.4 | 0.2 | 0.1
CSc1ccc(-c2cc(=O)c3ccccc3o2)cc1 | -1.52 | -10.8 | -0.1 | -3.6 | -10.3 | -4.2 | -10.4 | 7.2 | 0.1
COc1cccc(N2CCN(C(=O)c3[nH]c(C)c(C(C)=O)c3C)CC2)c1 | 1.43 | 1.6 | 5.5 | 0.0 | -11.6 | -7.9 | -5.0 | -0.4 | 5.7
Cc1cc(Cl)n2ncc(-c3ccccc3)c2n1 | -3.15 | -3.3 | 0.6 | 21.5 | 7.8 | -25.4 | 10.5 | 15.2 | 4.2
Cc1onc(-c2ccc(Cl)cc2)c1-c1ccnn1S(=O)(=O)c1cccc(C(F)(F)F)c1 | -0.589 | -3.3 | -0.8 | 0.9 | -0.8 | 3.4 | 4.8 | -1.3 | 1.0
CC(C)c1ccc(-n2nc3ccc(N)cc3n2)cc1 | 0.343 | -10.2 | -18.7 | 2.5 | -3.5 | -5.6 | -3.8 | 29.0 | 1.6
COCCn1c(=O)[nH]c2cc(C(=O)NCCCN3CCN(c4ccc(F)cc4)CC3)ccc2c1=O | 0.135 | -24.4 | -9.1 | 5.5 | 2.3 | -0.3 | 4.5 | 0.8 | 0.9
CCCCN(C(=O)c1ccc(S(=O)(=O)N(C)C)cc1)c1nc2ccccc2s1 | 0.416 | -14.3 | 1.6 | -1.2 | 20.9 | 2.5 | 22.8 | 3.2 | 0.6
COc1cc(/C=C/C(=O)OCC(=O)NC(=O)NC(C)(C)C)cc(OC)c1OC | -1.24 | -9.9 | -12.1 | 1.1 | -3.6 | -3.5 | 1.6 | 11.0 | 0.5
COc1cccc(-c2nn(-c3ccccc3)cc2C(=O)OCC(=O)Nc2ncc(Cl)cc2Cl)c1 | 1.38 | -7.8 | -8.7 | -9.4 | -2.0 | 2.8 | 3.1 | 2.8 | 4.0
O=C1c2ccccc2C(O)N1c1ccc(Cl)cc1 (stereo not drawn) | · | -4.1 | -0.9 | 7.5 | 7.5 | 1.1 | 12.8 | -0.7 | 1.6
O=C1CC(N(Cc2ccc3c(c2)OCO3)C(=O)Nc2ccc(F)cc2)C(=O)N1c1ccccc1 (stereo not drawn) | -1.23 | -2.9 | -1.1 | · | 3.4 | -1.1 | 14.8 | -9.4 | -0.4
CCN(CC)CC#CCOC(c1ccccc1)c1ccccc1 | -1.3 | -2.7 | 0.3 | 9.0 | -0.9 | -0.5 | 5.4 | 7.3 | 0.2
CCN1C(=O)C(CC(=O)Nc2ccc(OC)cc2)N(Cc2ccc3c(c2)OCO3)C1=S (stereo not drawn) | 0.488 | -3.4 | 5.4 | -2.5 | 8.8 | 0.1 | 10.8 | -1.0 | -0.3
COc1ccc(OC)c(NC(=O)c2cnn(-c3ccccc3Cl)c2NC(=O)c2ccco2)c1 | · | -9.5 | -3.8 | -0.8 | -8.2 | 0.5 | 6.0 | -0.4 | -0.2
CCOc1ccc(NC(=O)N2CCC(n3nnc4ccccc43)CC2)cc1 | -0.589 | -0.2 | -1.9 | -12.8 | 0.3 | 0.4 | 6.2 | 19.0 | 0.2
COC(CNS(=O)(=O)c1cccc2nonc12)OC | 1.81 | 3.2 | -9.9 | -7.5 | 1.3 | 0.1 | 11.2 | 14.7 | 1.2
O=C(O)CC(Cc1ccc(Cl)cc1)C(=O)NCc1ccccc1 (stereo not drawn) | -1.02 | 2.7 | -4.9 | 1.9 | -6.1 | 1.1 | 5.1 | 0.1 | -0.2
CC1(C)CC2(CC(c3ccc(F)cc3)c3ccc(O)cc3O2)NC(=S)N1 (stereo not drawn) | -1.51 | -1.0 | 1.4 | -14.2 | -0.1 | 0.3 | 7.9 | 12.4 | -0.1

One compound at a time, from the list above. Order of screens: Cl transport mod	KLK5 inh	Thrombin inh	Rad51 HR inh	FXIa inh 1536	TNF death inh	FXIIa inh	Hck-Nef inh	L929 necroptosis
`NC(=O)c1cccc(S(=O)(=O)N2CC(c3ccccc3)CC2=O)c1` (stereo not drawn) is listed as ·	-23.5	-5.5	3.2	2.3	0.0	9.4	1.3	1.5
`COC(CNS(=O)(=O)c1cccc2nonc12)OC` is listed as 1.81	3.2	-9.9	-7.5	1.3	0.1	11.2	14.7	1.2
`CC1(C)CC2(CC(c3ccc(F)cc3)c3ccc(O)cc3O2)NC(=S)N1` (stereo not drawn) is listed as -1.51	-1.0	1.4	-14.2	-0.1	0.3	7.9	12.4	-0.1
`COc1cccc(-c2nn(-c3ccccc3)cc2C(=O)OCC(=O)Nc2ncc(Cl)cc2Cl)c1` is listed as 1.38	-7.8	-8.7	-9.4	-2.0	2.8	3.1	2.8	4.0

Other entries.
SMILES | Cl transport mod | KLK5 inh | Thrombin inh | Rad51 HR inh | FXIa inh 1536 | TNF death inh | FXIIa inh | Hck-Nef inh | L929 necroptosis
O=C(NCc1nc2ccccc2[nH]1)C1=C[C@@H](c2ccc(Br)cc2)C[C@@H](OCc2ccc(CO)cc2)O1 | -0.0293 | -3.3 | -6.9 | -4.0 | -2.9 | -0.8 | 1.0 | -13.2 | 2.5
O=C(O)c1cccc(NC(=O)c2cn(-c3ccccc3)nc2-c2cc3ccccc3o2)c1 | -2.68 | -8.9 | -11.8 | -4.2 | 5.9 | 0.4 | 8.6 | 42.9 | -0.7
CCc1ccc2nc(Nc3nc(COC)cc(=O)[nH]3)nc(C)c2c1 | -1.55 | -22.9 | 0.6 | -2.5 | 22.7 | -6.7 | 19.0 | 4.3 | -0.1
Cc1nnsc1C(=O)NC(C)c1ccccc1 (stereo not drawn) | 0.166 | -1.9 | 0.4 | 11.5 | 7.4 | 6.7 | -1.1 | 23.9 | 2.8
O=C(Cn1nnc2ccccc21)NC1CCCCC1 | 1.09 | -19.0 | -13.6 | -4.4 | -7.7 | 1.4 | 0.6 | 2.8 | 0.3
CS(=O)(=O)c1ccc(C(=O)Nc2ccccc2Cl)cc1 | 0.264 | -0.6 | 2.5 | 13.6 | 3.0 | 1.5 | 11.9 | 0.6 | 0.6
O=C(/C=C/c1ccc2c(c1)OCO2)Nc1c(C(=O)O)[nH]c2ccccc12 | -0.971 | -7.9 | -7.5 | -6.0 | 4.9 | 1.7 | 10.5 | 2.7 | 0.5
CN(C)CCCOC(=O)c1ccc(Br)cc1 | -0.205 | 2.8 | 1.8 | 5.3 | 2.6 | 2.0 | 10.5 | -14.7 | 1.2
CCOc1ccc(CCNC(=O)COC(=O)Cn2cnc3ccccc3c2=O)cc1OCC | 0.0608 | -0.2 | -4.7 | -5.2 | -1.0 | -0.1 | 5.2 | -5.3 | 1.8
C(#Cc1ccccc1)CN1CCN(c2ccccn2)CC1 | · | -8.7 | -1.9 | -5.0 | 7.5 | 0.4 | 20.6 | 1.4 | 1.7
COc1cccc(-n2cnc3cccc(N)c32)c1 | -0.481 | 2.1 | -1.9 | 2.4 | 2.6 | 2.9 | 14.6 | -4.5 | 2.8
CCN(CC)S(=O)(=O)c1ccc(N2CCOCC2)c(NC(=O)c2cc(=O)[nH]c3ccccc23)c1 | -0.638 | -2.2 | 4.2 | 24.3 | 0.3 | -1.1 | 3.9 | 3.3 | 3.7
O=C1COc2ccc(C(=O)NC3CC3)cc2N1 | -0.0859 | -5.5 | 3.2 | -5.5 | -5.3 | 0.2 | 0.3 | 31.8 | 0.3
c1ccc2nc(-c3ccc4c(c3)OCO4)ccc2c1 | -0.52 | 1.6 | -5.3 | -6.4 | -5.8 | -1.3 | 0.2 | 10.2 | 1.2
Cc1cnc(NC(=O)CCNC(=O)c2ccccc2Cl)s1 | 0.321 | -4.9 | -8.4 | 0.9 | -3.4 | 0.6 | 2.9 | 1.5 | 5.0
CCOc1ccc2c(c1)[nH]c(=S)n2C | 1.07 | -9.0 | -6.8 | 3.7 | 1.7 | -2.8 | 10.8 | -43.0 | -0.1
CNc1nc(SC)nc2ccsc12 | · | -15.1 | 0.7 | 1.2 | -2.0 | -4.6 | 10.8 | -0.6 | -0.2
COc1cc(C2Nc3ccccc3C(=O)N2NS(C)(=O)=O)ccc1O (stereo not drawn) | 0.0181 | 1.2 | -1.9 | -15.5 | -1.7 | 0.9 | 7.4 | 6.9 | 0.0
CCOc1ccc(-c2noc(CCC(=O)NC)n2)cc1OCC | 1.07 | -17.2 | -7.1 | 0.3 | -14.8 | -0.8 | 3.5 | 3.7 | 2.4
COC(=O)c1ccccc1NC(=O)Cn1c(=O)oc2ccc(Cl)cc21 | · | 6.2 | 3.9 | -4.8 | 4.9 | 0.2 | 13.5 | -1.5 | 0.8
O=C(Nc1ccc2c(c1)OCCO2)c1ccc(S(=O)(=O)N2CCCCC2)cc1 | -0.443 | -14.8 | 2.4 | 7.2 | 3.1 | -0.5 | 10.6 | 1.9 | 9.4
CON(C)c1nc(OCCNC(=O)COc2ccc(Cl)cc2C)nc(N(C)C)n1 | 0.66 | -10.5 | 1.8 | -7.3 | 7.0 | -3.6 | 9.2 | 2.8 | -0.3
CCNC(=S)N/N=C/c1ccc(-c2ccccc2)o1 | 4.12 | -10.7 | -3.0 | 6.5 | 7.6 | 1.7 | 6.3 | 3.1 | -0.5
COCCn1c(SCC(=O)c2ccccc2)nc2ccccc2c1=O | -0.87 | 1.8 | -6.6 | -6.2 | 1.4 | -0.4 | 12.3 | 26.9 | 1.3
COC(=O)c1cc(C(=O)Nc2nnc(CC(C)(C)C)s2)cc([N+](=O)[O-])c1 | 0.812 | -11.8 | -1.9 | 9.8 | -0.5 | 0.6 | 17.1 | -1.2 | -0.6
COc1ccc(-c2nc(CSCC(=O)N3CCN(c4cccc(C)c4)C(C)C3)c(C)o2)cc1OC (stereo not drawn) | -1.42 | -3.0 | 2.1 | · | 0.4 | -8.0 | 10.3 | -1.4 | 1.2
Cc1c(CCOC(=O)c2cc([N+](=O)[O-])cc([N+](=O)[O-])c2)sc[n+]1CCCCS(=O)(=O)[O-] | 1.18 | -3.5 | -5.8 | -15.5 | 7.7 | 0.9 | 5.2 | 15.0 | 1.2

Source: PubChem BioAssay
